Compound activity: PubChem BioAssay, National Center for Advancing Translational Sciences (NCATS)
KDM5B inhibitor = KDM5B demethylase inhibition. Q9UGL1. KDM5B demethylase, FDH-coupled NADH fluorescence (FDH is formaldehyde dehydrogenase). Potency, µM (titrated, usually from 57.7 µM), for inactives: at the top dose activity change, negative = inhibition, actives largely listed as inhibitors. actives 2.6% (n = 220,000). AID 1347165; active = well fitted inhibition curve with a large enough effect; inconclusive = small, poorly fitted or top-dose-only effect; inactive = no such curve, though single readings can be large or run the other way; note: 0% is about no effect; nearly all actives have a fitted effect of over 70% in size
Target sequence (Q9UGL1 whole entry, looked up): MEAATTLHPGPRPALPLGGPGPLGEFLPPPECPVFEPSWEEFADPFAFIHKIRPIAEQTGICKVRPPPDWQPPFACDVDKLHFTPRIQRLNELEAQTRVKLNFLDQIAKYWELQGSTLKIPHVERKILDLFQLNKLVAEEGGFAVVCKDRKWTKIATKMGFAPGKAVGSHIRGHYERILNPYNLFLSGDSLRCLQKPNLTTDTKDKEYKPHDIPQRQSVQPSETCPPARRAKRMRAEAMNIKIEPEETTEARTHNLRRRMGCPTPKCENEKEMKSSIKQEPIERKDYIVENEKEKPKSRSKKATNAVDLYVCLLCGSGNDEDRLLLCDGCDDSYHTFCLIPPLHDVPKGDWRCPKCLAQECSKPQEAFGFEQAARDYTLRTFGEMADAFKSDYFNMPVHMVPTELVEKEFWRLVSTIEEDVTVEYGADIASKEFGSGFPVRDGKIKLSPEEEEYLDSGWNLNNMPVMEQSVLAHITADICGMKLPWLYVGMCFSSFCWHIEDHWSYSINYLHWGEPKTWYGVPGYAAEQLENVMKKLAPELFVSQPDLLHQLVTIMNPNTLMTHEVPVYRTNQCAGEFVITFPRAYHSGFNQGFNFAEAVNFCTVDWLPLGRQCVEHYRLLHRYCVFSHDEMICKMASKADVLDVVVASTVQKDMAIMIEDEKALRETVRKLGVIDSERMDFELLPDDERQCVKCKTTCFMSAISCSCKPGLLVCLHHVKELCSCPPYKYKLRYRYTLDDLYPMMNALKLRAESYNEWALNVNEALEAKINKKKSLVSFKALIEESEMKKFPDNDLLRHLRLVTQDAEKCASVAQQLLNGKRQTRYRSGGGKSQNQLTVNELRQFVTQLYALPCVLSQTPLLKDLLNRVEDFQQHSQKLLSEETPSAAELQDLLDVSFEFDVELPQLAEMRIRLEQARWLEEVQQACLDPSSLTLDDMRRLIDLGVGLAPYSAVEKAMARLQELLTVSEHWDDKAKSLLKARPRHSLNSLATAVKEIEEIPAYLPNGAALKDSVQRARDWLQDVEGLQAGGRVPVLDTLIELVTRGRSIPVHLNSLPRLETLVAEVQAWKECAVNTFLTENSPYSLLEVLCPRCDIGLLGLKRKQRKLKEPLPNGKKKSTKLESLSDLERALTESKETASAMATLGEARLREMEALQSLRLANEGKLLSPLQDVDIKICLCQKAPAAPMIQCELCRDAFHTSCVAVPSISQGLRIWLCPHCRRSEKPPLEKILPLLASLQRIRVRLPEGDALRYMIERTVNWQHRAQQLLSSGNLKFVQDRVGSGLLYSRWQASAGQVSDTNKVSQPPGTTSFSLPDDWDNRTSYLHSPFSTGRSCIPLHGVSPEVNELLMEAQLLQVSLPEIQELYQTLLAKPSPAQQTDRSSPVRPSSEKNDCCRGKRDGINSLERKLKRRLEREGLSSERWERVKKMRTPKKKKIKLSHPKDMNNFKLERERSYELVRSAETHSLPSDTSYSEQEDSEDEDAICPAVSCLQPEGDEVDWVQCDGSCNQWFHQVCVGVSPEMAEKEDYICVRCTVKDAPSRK
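Compound dilutions met 200 nM (final) KDM5BΔAP for 10 min at room temperature before substrate addition. The substrate mix held 12.5 µM H3K4me3 with cofactors 25 µM α-ketoglutarate and 50 µM Fe²⁺. NADH signal gain over 30 min defined activity.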
An asterisk follows results filed as active; ? = inconclusive; [ ] = dose if it differs, or a comment. Potency is the fitted concentration of half-maximal effect. A portion of the library, so the mix of outcomes need not match the whole.

SMILES | KDM5B inhibitor
CCc1ccc(CNC(=O)C2CCN(C(=O)N3CC(CC)Oc4ccc(C)cc43)CC2)cc1 (stereo not given) | -26.1%
CCC(CO)NS(=O)(=O)c1ccc(Cl)c(Cl)c1Cl (stereo not given) | 25.5%
CN(C)CCn1nnnc1SCc1ccc(OCc2ccccn2)cc1 | -5.0%
O=S(=O)(N1CCCCC1)N1CCCC(c2nc3ccccc3o2)C1 (stereo not given) | 16.3%
Oc1c(C(c2ccccc2)N2CCN(c3cccc(Cl)c3)CC2)sc2nc(-c3ccco3)nn12 (stereo not given) | -44.6%
CCOCCCNC(=O)N1CCn2nnc(CCC(=O)N3CCOCC3)c2C1 | 26.5%
CCc1nnc(NS(=O)(=O)c2ccc(NC(=O)c3ccccc3O)cc2)s1 | ?
CC(=C/c1ccco1)/C=N/Nc1ccc([N+](=O)[O-])cc1[N+](=O)[O-] | 18.7%
Cc1cc(C2CC(C(=O)NCc3ccco3)CN(C(=O)NC(C)C)C2)ccc1F (stereo not given) | ?
Cc1ccc2nc(-c3cccc(Cl)c3)c(Nc3ccc4c(c3)OCO4)n2c1 | ?
NCc1ccc(Oc2ccc(F)c(Cl)c2)cc1 | 14.9%[149 µM]
CCCNC(=O)N1CC(Oc2cccc(-c3nc(-c4ccccc4)no3)c2)C1 | -6.7%
Clc1ccc(Oc2cc(Cl)c(Cl)cc2Cl)cc1 | -10.7%
CCCN(CCC)C(=O)Cn1c(=O)n(-c2ccc(OC)cc2)c(=O)c2ccc(C(=O)NCc3ccc(C)cc3)cc21 | 5.5%
CCN1c2ccccc2-n2cccc2C12CCN(C(=O)Nc1ccccc1Br)CC2 | ?
O=C(Cn1cccc1-c1nc(-c2ccc(F)cc2)no1)Nc1cccc(F)c1 | -24.2%
Cc1ccc(C2=NN(C(=O)CCC(=O)O)C(c3cccs3)C2)cc1 (stereo not given) | -4.8%
CCC1Oc2ccc(NS(=O)(=O)c3ccccc3)cc2CN(Cc2ccc(F)cc2)C1=O (stereo not given) | 5.5%
CCC(C)NC(=O)CNC(=O)c1nn(-c2ccc(OC)cc2)c(=O)c2ccccc12 (stereo not given) | 1.8%
CC(C)(C)c1cc(N=Cc2ccccc2O)cc(C(C)(C)C)c1O | ?
O=c1[nH]c(=O)n(-c2cccc(Cl)c2)c2c1CN(Cc1ccco1)CN2 | 6.5%
COc1cccc(C(=O)N2CCC(c3nn(-c4ccccc4)c(=O)[nH]3)CC2)c1 | 17.7%
Brc1c(-c2ccccc2)nc2n1Cc1ccccc1-2 | 22.2%
O=C(NCc1ccccc1)C1CCN(C(=O)c2cnn(-c3ccccc3)c2-n2cccc2)CC1 | -19.9%
CC(C)=CCC1(C(=O)O)CCCN(C(=O)c2cn(C)nc2C)C1 (stereo not given) | 21.1%
O=C(CN1CCN(c2ccccc2)CC1)Nc1oc2ccccc2c(=O)c1-c1ccc(F)cc1 | -3.8%
Cc1ccc2c(=O)cc(C(=O)Nc3ccc(S(=O)(=O)N4CCCCCC4)cc3)oc2c1 | -39.3%
COc1ccc(S(=O)(=O)NCCc2sc3nc(-c4ccc(C)cc4)nn3c2C)cc1F | 0.0%
CCCCCn1c(=O)[nH]c2cc(C(=O)Nc3ccc(F)cc3)ccc2c1=O | 13.6%
O=C(COc1ccccc1Cl)Nc1ccc2nc(SCC(=O)N3CCCC3)sc2c1 | -36.2%
Cc1cccc(C)c1NC(=O)CSc1nnc(COc2ccccc2)n1Cc1ccco1 | 1.6%
Cc1cc(C(=O)N2CCN(S(=O)(=O)c3ccc(F)cc3)CC2)c(C)n1Cc1ccco1 | -7.0%
CC1CCCCN1CCCNC(=O)Cn1ncc2c3ccccc3n(Cc3ccccc3)c2c1=O (stereo not given) | -28.7%
COCCN1C(=O)CCc2cc(NC(=O)c3ccc(C)c(C)c3)ccc21 | -3.7%
COCCNC(=O)[C@@H]1C[C@@H](O)CN1C1CCN(C(=O)c2ccc3ncccc3c2)CC1 | ?
Cc1cc(=O)oc2c(C)c(OCC(=O)NCCCN3CCOCC3)ccc12 | ?
CNC(=O)[C@@H]1C[C@@H](n2cc(CN(C)C(=O)c3cccc(F)c3F)nn2)CN1 | ?
Cn1c(Cn2cncn2)nnc1C1CCN(Cc2ccc3ccccc3n2)CC1 | ?
Cc1ccc(C(=O)C(C)OC(=O)c2cccs2)cc1 (stereo not given) | 14.5%
CCC(=O)N1Cc2ccccc2CC2(CCN(Cc3cccnc3)C2)C1 (stereo not given) | -10.4%[149 µM]
NCc1cccc(-c2ccc3c(c2)C(=O)N2CC[C@H](NC(=O)NC4CCCCC4)[C@H]2C(=O)N3)c1 | 4.3%
O=C(Cn1cc(C(=O)c2cccs2)c2ccccc21)Nc1ccc(Br)cc1 | 4.5%
O=C(CCc1nnn2c1CN(C(=O)Cc1c[nH]c3ccccc13)CC2)N1CCCC1 | ?
CCC1CN(C(=O)CCc2ncc(-c3ccc(Cl)cc3)o2)CCO1 (stereo not given) | 2.0%
Cc1ccc(CN2CCc3c(cc(C(=O)O)n3C)C2)cc1 | ?
Cn1c(=O)c2c(nc(NCCO)n2Cc2cccc(C(F)(F)F)c2)n(C)c1=O | 24.4%
CN1C(=O)C2(c3ccccc31)c1c(oc3ccccc3c1=O)C(=O)N2CCO (stereo not given) | 20.0%
CCOC(=O)NC(Cc1c[nH]c2ccccc12)C(=O)NCCc1ccc(S(N)(=O)=O)cc1 (stereo not given) | 33.8%

Among those listed so far, these contain an aryl methoxy group.
SMILES | KDM5B inhibitor
CCCN(CCC)C(=O)Cn1c(=O)n(-c2ccc(OC)cc2)c(=O)c2ccc(C(=O)NCc3ccc(C)cc3)cc21 | 5.5%
CCC(C)NC(=O)CNC(=O)c1nn(-c2ccc(OC)cc2)c(=O)c2ccccc12 (stereo not given) | 1.8%
COc1cccc(C(=O)N2CCC(c3nn(-c4ccccc4)c(=O)[nH]3)CC2)c1 | 17.7%
COc1ccc(S(=O)(=O)NCCc2sc3nc(-c4ccc(C)cc4)nn3c2C)cc1F | 0.0%

(more compounds)
SMILES | KDM5B inhibitor
CCN1c2cc(C(=O)NCc3ccc(F)cc3)ccc2C(=O)N2CCCCCC21 (stereo not given) | ?
Cc1onc(C(=O)Nc2sc3c(c2C(N)=O)CCCC3)c1[N+](=O)[O-] | -104.9%
O=C(c1cc2c(s1)CN(C1CCCC1)C2)N1CCCCCC1 | ?
COC[C@@H]1CN(Cc2ccccn2)C[C@H]1C(=O)N(C)C | ?
CNC(=O)[C@@H]1CN(C(=O)c2ccc(C)nc2)C[C@H]1CO | 11.6%
Cn1cnc([N+](=O)[O-])c1Sc1ncn[nH]1 | 25.8%
Cc1cccc(C)c1OCc1nc2c3cnn(-c4ccccc4Br)c3ncn2n1 | -2.5%
O=C(NCCc1ccccc1Cl)c1ccc2c(c1)nc1n2CCCCC1 | ?
Cc1c(C(=O)N2CCN(c3ccccc3)CC2)oc2c1C(=O)CCC2 | 3.2%
COc1ccc(S(=O)(=O)N2CCC(C(=O)Nc3ccccc3)CC2)cc1OC | -8.8%
CCCc1nc2sc3c(N4CCC(C)CC4)ncnc3c2c2c1CCCC2 | 15.5%
Cc1cc(NC(=O)NCC(c2cccs2)N2CCOCC2)no1 (stereo not given) | -11.2%
NC(=O)c1cc(S(=O)(=O)NCC2CCC(C(=O)Nc3ccc(Cl)cc3)CC2)cs1 (stereo not given) | -23.7%
O=c1nc2n(-c3ccc(Cl)c(Cl)c3)c3cc(Cl)ccc3cc-2c(=O)[nH]1 | -27.2%
COc1ccc(OC)c(C2CC(=O)Oc3c2c(=O)n(C)c2ccccc32)c1 (stereo not given) | ?
CC1CCC(N(C)C(=O)c2nn(-c3ccccc3)c(=O)c3ccccc23)CC1 (stereo not given) | 16.2%
N#CCCc1c(O)ccc2ccccc12 | ?
CC(=O)N1CCc2nn(CC(=O)Nc3ccccc3C(C)C)c(=O)cc2C1 | -6.1%
Fc1ccc(-n2ncc3c(NC4CCCCCC4)ncnc32)cc1 | ?
O=[N+]([O-])c1ccc(/C=N/O)s1 | 10.9%
CN1C(=O)CS(=O)(=O)C12CCN(C(=O)C1(c3ccccc3)CC1)CC2 | 2.2%
Cc1ccc(CN2C(=O)[C@@H]3C[C@@H](O)CN3C3(CN(CCC(C)C)C3)C2=O)o1 | ?
CCc1cccc(-n2c(SCC(=O)NC(C)c3cc4ccccc4o3)nnc2N2CCOCC2)c1 (stereo not given) | 7.2%
Cc1ccc(S(=O)(=O)N2CCN(C(=O)COC(=O)c3nc(Cl)ccc3Cl)CC2)c(C)c1 | -14.6%
CCC(NC(=O)c1cccs1)c1ccccc1 (stereo not given) | 21.4%
O=C(c1ccc(F)cc1F)N1CCC2(CC1)OCC(C(=O)N1CCCC1)N2C(=O)c1ccccc1 (stereo not given) | 10.2%
COc1ccccc1NC(=O)N1CCCC1c1nncn1C1CCCC1 (stereo not given) | -4.8%
O=C(CCC(=O)Nc1ccccc1)N/N=C/c1cccnc1 | 10.5%
CC(=O)NCC(=O)NNC1CC(=O)N(c2cccc(Cl)c2)C1=O (stereo not given) | -9.1%
O=C(O)CN(CCCc1ccccc1)CC(=O)O | 0.5%
COc1ccc(Cl)cc1NC(=O)N1CCN(c2ccccc2OC)CC1 | 3.0%
COCCn1ccc2c(OCC(=O)Nc3cccc(C)c3C)cccc2c1=O | -15.6%
COc1ccc2c(c1)c1c(c(=O)n(CCc3ccccc3)c(=O)n1Cc1cccc(C)c1)n2C | ?
CN1CCC(NC[C@H]2O[C@@H](CO)[C@@H](O)[C@H]2N2CCN(c3ncccn3)CC2)CC1 | -8.3%
COc1ccccc1C(=O)N1CCCC(c2nn[nH]n2)C1 (stereo not given) | -7.1%
CCCCn1c(=NC(=O)c2ccco2)c(C(=O)OCC)cc2c(=O)n3cccc(C)c3nc21 | ?
CN1c2cc(C(=O)Nc3ccc4c(c3)CCC4)ccc2C(=O)N2CCCCC21 (stereo not given) | ?
CCCOc1ccc(OCC(=O)NC2CCc3ccccc32)cc1 (stereo not given) | -14.2%
CC(C)(C)CC(=O)Nc1nc2c(s1)C[C@@H]1[C@](C)(CO)[C@H](O)CC[C@@]1(C)[C@@H]2CC(=O)NCc1ccccc1 | 7.8%
COc1ccccc1NC(=O)c1cc(-c2ccc(C)o2)nc2ccccc12 | 339.5%[activator]
FC(F)(F)c1cccc(OCc2noc(-c3ccsc3)n2)c1 | 9.8%
CCc1ccc(C(=O)COC(=O)CNC(=O)c2ccccc2)cc1 | 8.2%
Cc1cc(/C=C(/C#N)c2ccccn2)c(C)n1C1CC1 | ?
CSc1ccccc1NC(=S)NC1CCCC1 | 31.8%
COc1cccc(/C=N/Nc2ncccc2[N+](=O)[O-])c1OC | 16.8%
CCOC(=O)c1ccccc1NC(=O)Cn1c(=O)n(CCC(=O)NCc2ccccc2OC)c(=O)c2ccccc21 | ?
CC(=O)NCCNC(=O)CCCc1nnc2n(C)c(=O)c3sccc3n12 | -24.4%
CCOc1ccc(NC(=O)Nc2c(NC3CCCCC3)c3ccccc3oc2=O)cc1 | -16.5%

Some of the entries so far, as a markdown table:
| canonical_smiles | KDM5B inhibitor |
| --- | --- |
| FC(F)(F)c1cccc(OCc2noc(-c3ccsc3)n2)c1 | 9.8% |
| CCc1ccc(C(=O)COC(=O)CNC(=O)c2ccccc2)cc1 | 8.2% |
| Cc1cc(/C=C(/C#N)c2ccccn2)c(C)n1C1CC1 | ? |
| CSc1ccccc1NC(=S)NC1CCCC1 | 31.8% |
| COc1cccc(/C=N/Nc2ncccc2[N+](=O)[O-])c1OC | 16.8% |

Following part
SMILES | KDM5B inhibitor
COc1ccc(CC(=O)Nc2ccc([C@@H](O)[C@H]3COCC(=O)N3Cc3ccccc3F)cc2)cc1 | -0.4%
NS(=O)(=O)c1ccc(CCNc2nccn(-c3cccc(C(F)(F)F)c3)c2=O)cc1 | -53.5%
COc1ccc(CN2C(=O)[C@@H]3C[C@@H](CN3Cc3ccc(S(C)(=O)=O)cc3)Oc3ccccc32)cc1 | -19.0%
O=C(O)Cn1ccc2cc(OCCc3cccc(-c4cccc(F)c4)c3)cnc21 | 39.8µM*
Cc1cccc(C(C)C)c1NC(=O)COC(=O)c1ccc2ccccc2n1 | -2.2%
COc1ccc2[nH]cc(C(C(=O)O)N3CCC(C)CC3)c2c1 (stereo not given) | 14.9%
Cc1cc(C)cc(NC(=O)N2CCCC2c2ccco2)c1 (stereo not given) | 17.1%
CCOc1ccc(CNC(=O)c2ccc3c(c2)nc2n3CCCCC2)cc1 | -12.3%
O=C(O)c1cccc(NCc2ccc(F)cc2)c1 | ?
CCS(=O)(=O)N1CCC(CC(=O)NCc2ccccc2)C1 (stereo not given) | -17.5%
CC(C)NC(=O)NC(=O)CN(C)C(C)C(C)(C)C (stereo not given) | 13.9%
CCOC(=O)c1cnc2c(Cl)c(Cl)ccc2c1Nc1ccc(N(C)C)cc1 | -19.3%
COC1C(=O)N(CC2CC2)C12CCN(C(=O)c1cnccc1C)CC2 (stereo not given) | -17.1%
